# Screening data from PubChem BioAssay.
# CHOP inh = inhibitors of CHOP induction in ER stress response; hit rate 3.8% among 220,000; CHO-K1 CHOP-promoter luciferase, tunicamycin-induced, 15-18 h; AID 2732; inhibition, % at 10 µM;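 active means compounds that reduced the stress-induced luciferase reporter signal by more than about 70% of percent inhibition, limit read from the data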;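 further: 0% = tunicamycin plus vehicle and 100% = wells without tunicamycin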
# TRPML3 ag = agonists of human TRPML3 channel; Q8TDD5; HEK293 TRPML3-YFP, Fluo-8 calcium fluorescence; 100% = the carbachol control signal; activation, % at 3 µM; hit rate 0.29% among 220,000; AID 1448;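 active means activation above its plate's cutoff, the mean activation of the plate's test wells plus 3 SD, cut at about 12% in these data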;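 further: 0% = DMSO only wells and 100% = carbachol wells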
#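 Test system: TRPML3-YFP stable HEK293 cells. Doses: single point at 3 µM. Incubation: dye loading 1 h 37 °C then 30 min ambient, 125 s read. Signal: Fluo-8 calcium dye fluorescence, ex 470-495, em 515-575 nm. Measure: percent activation from peak-to-basal fluorescence ratio, scaled between DMSO and carbachol.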
# TRPN1 ag = zebrafish TRPN1 (NompC) channel agonism | HEK293 zebrafish TRPN1-YFP, Fluo-8 calcium fluorescence; 100% = response to 87 µM carbachol | hit rate 0.18% among 220,000 | AID 1424 | activation, % at 3 µM;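 active means activation above its plate's cutoff, the mean activation of test wells on that plate plus 3 SD, cut at about 19% in these data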;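 further: 0% = DMSO alone and 100% = 87 µM carbachol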
#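 Material: zebrafish TRPN1-YFP in HEK293 cells. Doses: one dose of 3 µM, 0.3% DMSO. Incubation: dye 1 h 37 °C plus 30 min RT. Measured by: intracellular calcium fluorescence with Fluo-8.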
# S1P4 antagonist = human S1P4 receptor antagonism | S1P4-expressing cells, antagonist mode, reporter read-out | inhibition, % at 4.98 µM | hit rate 0.26% among 220,000 | AID 1510; in the data active means inhibition above about 29%;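 further: 0% = wells stimulated with agonist and 100% = vehicle wells without agonist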
# EP2 mod = EP2 receptor (human) modulation; P43116; EP2-expressing cells, cAMP HTRF FRET, PGE2 co-stimulation; induction, % at 25 µM; hit rate 0.83% among 260,000; AID 940;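 active means compounds whose cAMP rise, as percent of the full-agonist control response, exceeds 60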;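 further: rat C6 glioma line stably carrying human EP2 under a CMV promoter; the protocol text gives 20 µM as final concentration; 100% = response of wells given 1 µM PGE2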
# Target sequence (P43116 whole entry, looked up): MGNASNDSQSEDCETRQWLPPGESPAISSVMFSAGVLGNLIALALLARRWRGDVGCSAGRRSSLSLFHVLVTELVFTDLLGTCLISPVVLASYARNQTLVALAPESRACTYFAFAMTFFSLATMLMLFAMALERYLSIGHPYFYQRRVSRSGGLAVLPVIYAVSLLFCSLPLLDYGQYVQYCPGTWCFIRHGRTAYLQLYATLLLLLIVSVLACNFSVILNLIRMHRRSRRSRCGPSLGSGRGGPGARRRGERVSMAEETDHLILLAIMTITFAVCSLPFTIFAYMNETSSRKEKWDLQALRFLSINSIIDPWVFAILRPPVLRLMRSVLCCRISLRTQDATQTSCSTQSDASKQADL
# NPY-Y1 PAM-ag = potentiators or agonists of human neuropeptide Y receptor Y1 | P25929 | NPY-Y1 expressing cells, potentiator/agonist activation | activation, % at 3.6 µM | hit rate 0.37% among 220,000; in the data active means activation above about 33%, passing the limit was not always enough;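 further: cells stimulated with NPY at EC10 then isoproterenol at EC100; 0% = low agonist plus stimulus and 100% = saturating agonist plus stimulus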
# Target sequence (P25929 whole entry, looked up): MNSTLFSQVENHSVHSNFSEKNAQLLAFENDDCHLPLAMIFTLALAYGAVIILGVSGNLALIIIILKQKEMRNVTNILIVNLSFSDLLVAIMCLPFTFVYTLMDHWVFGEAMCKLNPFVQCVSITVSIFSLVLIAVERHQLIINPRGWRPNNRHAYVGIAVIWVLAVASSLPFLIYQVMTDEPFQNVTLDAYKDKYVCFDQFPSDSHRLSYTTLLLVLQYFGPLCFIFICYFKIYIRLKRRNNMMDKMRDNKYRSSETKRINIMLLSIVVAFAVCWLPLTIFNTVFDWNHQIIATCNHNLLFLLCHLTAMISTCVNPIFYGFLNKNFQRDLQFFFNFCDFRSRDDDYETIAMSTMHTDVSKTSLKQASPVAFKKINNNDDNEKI
# NPY Y1 blocker = NPY-Y1 (human) receptor antagonism; P25929; HEK293-CNG Y1 cells, membrane potential fluorescence; NPY at EC95, then isoproterenol; inhibition, % at 3.6 µM; hit rate 1% among 200,000; AID 1040;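 active means inhibition above the campaign mean inhibition of all tested compounds plus 3 SD, cut at about 20% in these data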;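 further: 0% = DMSO wells given NPY plus isoproterenol and 100% = isoproterenol alone without NPY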
#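 material = HEK293 cells with Y1 receptor plus CNG channel | also added = NPY 25 nM then isoproterenol 1 µM plus Ro 20-1724 25 µM | schedule = dye 3 h, compound 60 min room temperature, stimulation 45 min | measured by = membrane potential fluorescence | benchmarks = high control isoproterenol alone, low control NPY with isoproterenol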
# NPY2 pot ag = human NPY-Y2 potentiation or agonism, primary screen. AID 1359. activation, % at 3.6 µM. P49146. cells expressing NPY-Y2, potentiator/agonist read-out. hit rate 0.45% among 220,000; in the data active means activation above about 27%;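 further: cells stimulated with NPY near EC25 plus isoproterenol at EC100; 0% = vehicle plus submaximal agonist and 100% = vehicle plus saturating agonist; some results beyond the cut were filed as inactive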
# Target sequence (P49146 whole entry, looked up): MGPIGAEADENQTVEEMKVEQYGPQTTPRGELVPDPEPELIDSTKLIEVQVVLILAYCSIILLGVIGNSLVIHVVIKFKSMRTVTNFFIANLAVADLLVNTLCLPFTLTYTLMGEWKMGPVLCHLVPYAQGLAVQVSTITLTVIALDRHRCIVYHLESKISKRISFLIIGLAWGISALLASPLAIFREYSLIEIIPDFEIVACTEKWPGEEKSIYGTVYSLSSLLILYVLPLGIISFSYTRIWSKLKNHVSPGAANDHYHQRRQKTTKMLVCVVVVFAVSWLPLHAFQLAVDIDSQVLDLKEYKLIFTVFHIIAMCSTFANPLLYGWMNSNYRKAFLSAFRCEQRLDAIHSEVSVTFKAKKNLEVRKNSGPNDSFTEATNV
# S1P4 ag = human S1P4 receptor agonism; activation, % at 4.98 µM; hit rate 0.35% among 220,000; S1P4-expressing cell line, agonist reporter assay; O95977; in the data active means activation above about 11%;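 further: 0% = DMSO vehicle and 100% = reference agonist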
# * hit, by the source's call; . = no result given; & = joins results of further samples. Compounds as they come; any-hit rate near 6.5%.
SMILES,CHOP inh,TRPML3 ag,TRPN1 ag,S1P4 antagonist,EP2 mod,NPY-Y1 PAM-ag,NPY Y1 blocker,NPY2 pot ag,S1P4 ag
COCCNC(=O)C(OC(=O)C1=Cc2ccccc2OC1)C(C)C (stereo not drawn),7,-0.2,0.1,-21,-26&9,-8,-1,-15,2.8
COC(=O)c1c(-c2ccc(C)cc2)csc1NC(=O)c1c(-c2ccccc2)noc1C,21,0.7,-0.6,-13,58,-15,5,-4,0.2
C=CCc1ccccc1OCC(O)CN1CCN(CCN2C(=O)c3cccc4cccc(c34)C2=O)CC1 (stereo not drawn),86*,0.0,-1.2,-19,-37,54*,-6,45*,9.6
CCCNC(=O)C12CCC(C)(C(=O)C1Br)C2(C)C (stereo not drawn),2,-0.2,0.7,-17,10,-3,10,-9,2.7
c1ccc(-c2noc(-c3ccncc3)n2)nc1,-1,-0.5,1.4,-2,1,6,4,-2,0.1
COc1cc(/C=C/C(=O)NCC(=O)N2CCC(N(C)CCN3CCOCC3)CC2)ccc1OC(C)C,-9,0.7,0.0,17,8,4,2,7,0.1
O=C(Nc1c(F)cccc1F)c1ccc(-n2cncn2)nc1,-10,1.1,0.9,5,24,-15,-2,-6,-0.9
CCOC(=O)C(C#N)c1ccccn1 (stereo not drawn),10,-0.2,0.2,-11,8,-3,-3,1,1.0
CCOc1ccc2nc(Cl)c(CN(C(C)=O)C3CCCCC3)cc2c1,0,-0.5,0.4,-2,-2,5,6,-9,0.1
COc1ccc(N2CCN(c3oc(Cc4ccccc4)nc3C#N)CC2)cc1,20,-1.1,-2.0,2,-35,-11,15,-11,-0.7
COc1cccc(OCC(=O)NNC(=O)c2cnccn2)c1,7,1.0,0.8,-3,26,-1,0,8,0.6
COC(=O)C1=C(C)NC(=O)NC1C1CC=CCC1 (stereo not drawn),2,0.1,0.6,-3,20,3,0,12,1.0
O=C(O)Cc1ccc2ocnc2c1,17,0.5,-0.8,-13,16,-5,-6,-1,0.6
COC(=O)c1ccc2nc(-c3ccc4c(c3)OCO4)cn2c1,26,1.0,-0.2,-15,-38,-12,-4,-13,-0.4
Cc1cccc(NC(=O)CSc2nc3c(c(=O)[nH]2)CCC3)c1C,21,0.2,1.2,-27,21,12,0,3,0.1
CC(=O)Nc1cccc(Oc2ncnc3scc(-c4ccccc4)c23)c1,29,0.6,0.9,-1,-2,11,3,13,0.3
CC1CCCN(CCC(=O)Nc2ccccc2)C1 (stereo not drawn),15,1.2,2.6,-6,-10,-3,-7,-15,0.3
CNC(=O)C(=O)Nc1c(O)c2ccccc2[nH]c1=O,6,0.1,1.5,10,35,-11,.,-11,-2.0
O=C(CN1CCN(c2ccc(O)cc2)CC1)Nc1cc([N+](=O)[O-])ccc1Cl,16,1.0,0.0,-17,0,-30,0,0,-0.9
Cc1ccc(-c2nnc(SCC(=O)O)n2N)cc1,-2,0.1,0.2,-9,-1,14,9,-3,1.8
CCCCNC(=O)c1onc(CSc2cc(C)cc(C)c2)c1C(=O)O,28,0.6,1.1,6,6,-29,13,-39,-1.6
O=c1oc2ccccc2cc1-c1csc(Cc2nc(-c3ccc(Cl)cc3)cs2)n1,18,0.3,1.0,5,11,-11,3,2,0.5
CC(C)CC(=O)NC(=S)Nc1ccccn1,32,0.2,-0.9,-3,-3,-8,2,-23,1.9
O=S(=O)(c1ccc(Cl)cc1)N1CCC(O)(CN2CCN(Cc3ccccc3)CC2)CC1,24,2.5,1.7,-3,-14,3,2,-2,-0.2
CCCC(=O)NC(c1ccc2c(c1)OCO2)c1cc(Cl)c2cccnc2c1O (stereo not drawn),67,0.8,-0.1,-13,2&34,2,-2,4,1.1
c1coc(-c2nnc(NC3=NCCC3)o2)c1,-17,0.4,0.7,-14,1,-9,7,-4,-2.8
COc1ccc(COCC(O)CN(Cc2ccco2)Cc2ccccc2O)cc1 (stereo not drawn),40,0.2,-1.4,-21,17,-17,4,-6,-0.8
Nc1cc(Cl)ccc1C(=O)OCC(=O)NC(=O)NCc1ccccc1,49,0.8,-0.1,-6,-22,-30,6,-11,0.8
CCC1(CC)Cc2ccccc2C2=C(C(=O)N3CCCCC3)C(=O)C(=O)N21,16,0.1,-0.4,-1,35,-2,4,-9,-0.8
Cn1cc(P(=S)(N2CCOCC2)N2CCOCC2)cc1P(=O)(N1CCOCC1)N1CCOCC1,-1,1.1,0.5,-7,8,3,-6,4,-0.5
CC1N=C(N)C(c2nc3ccccc3n2C)=C1O (stereo not drawn),49,1.2,0.3,-13,12,4,0,-20,2.1
Cc1nc2cc(Cl)c(Cl)cc2n1CCCO,25,0.6,0.0,-12,-14,13,.,12,0.6
Cc1ccccc1C1=NC(C(F)(F)F)(C(F)(F)F)c2c(n(-c3ccc(F)cc3)c(=O)[nH]c2=O)N1,-44,0.8,1.7,-13,1,-19,2,13,-1.5
Cn1c(CSCc2ccc(Cl)cc2Cl)n[nH]c1=S,6,-0.7,-3.2,-3,-5,65*,0,-16,1.8
CC(C)(C)c1ccc(Oc2ncccc2NC(=O)c2cccs2)cc1,14,0.3,0.4,-2,-21,-29,.,-38,-0.2
Cc1cc(N(C)C)ccc1[N+](=O)[O-],-45,0.2,0.4,0,-11,-4,-3,7,-0.5
COC(=O)CNC(=O)c1cccc(F)c1,-5,0.6,0.3,-5,14,19,0,11,0.4
COC(=O)C1=C(N)Oc2cc(C)n(Cc3cccnc3)c(=O)c2C1c1ccccc1OC (stereo not drawn),23,0.5,0.9,-19,20,-5,2,-6,0.2
COc1ccccc1N1CCN(C(c2cc3cc(C)ccc3[nH]c2=O)c2nnnn2C2CCCC2)CC1 (stereo not drawn),91*,-0.8,1.1,-2,15,16,3,-15,1.4
O=C(Nc1nnc(-c2ccccn2)o1)c1cccc(Br)c1,-1,0.4,-0.5,-8,14,7,-1,0,0.0
CCOC(=O)C1(Cc2cccc(OC)c2)CCN(Cc2cccc(OCC)c2O)CC1,40,0.1,-0.4,-14,15,-14,8,-12,-0.6
COc1cc(CNC2CCCCC2)c(Br)cc1OC1CCCC1,17,1.4,0.0,5,-8,-7,-5,0,-1.1
CCOC(=O)CCSc1nc(C(C)(C)C)cc(C(F)(F)F)c1C#N,-8,0.7,-0.1,-7,48,-32,9,-10,-3.2
COc1ccc(/C(C)=N/NS(=O)(=O)c2cc(C)ccc2C)c(OC)c1,20,0.8,0.5,1,25,-10,1,-16,1.6
CCOc1cc(S(=O)(=O)NCC2OCCc3ccccc32)c(OCC)cc1-n1cnnn1 (stereo not drawn),69,-0.1,-1.1,-9,12,-9,-5,-1,0.9
Cc1cc(C(F)F)n2nc(C(=O)Nc3ccc(S(=O)(=O)N4CCCC4)cc3)nc2n1,15,0.1,0.0,-12,-2,8,-1,7,0.1
COc1ccc(NS(=O)(=O)c2cc(OCC(N)=O)c(C)cc2Cl)cc1,32,0.7,-0.2,-29,-18,2,-1,-6,-0.6
NC(=O)Nc1n[nH]c(-c2ccccc2)n1,-7,0.5,1.7,10,-17&14,-3,.,-15,-0.3
COc1cccc(OCCOc2ccccc2[N+](=O)[O-])c1,.,-1.1,-1.2,-8,.,-11,3,-3,1.4
Cc1[nH]nc(-c2ccc(OCc3cnn(-c4ccccc4)c3)c(C)c2O)c1Oc1ccccc1,39,-0.5,0.7,-11,18,-11,0,-5,1.4

# Following part
SMILES,CHOP inh,TRPML3 ag,TRPN1 ag,S1P4 antagonist,EP2 mod,NPY-Y1 PAM-ag,NPY Y1 blocker,NPY2 pot ag,S1P4 ag
CC(C)(C)C1CCc2onc(C(=O)Nc3ccc(F)cc3F)c2C1 (stereo not drawn),65,-0.1,0.3,-16,27,-14,5,8,-4.3
O=C(c1cc([N+](=O)[O-])cc([N+](=O)[O-])c1)N1CCN(Cc2ccc3c(c2)OCO3)CC1,8,0.6,-1.1,12,-10,6,-5,-4,1.5
Cn1nc(C(F)(F)F)c(-c2ccccc2)c1NC(=O)CCC(=O)O,-17,-0.5,1.4,3,-3,0,.,-7,0.5
CC(C)c1ccccc1NC(=O)c1cccnc1,12,-0.2,0.2,7,44&-4,13,0,-7,-0.4
Cc1nn2c(-c3ccccc3)nnc2c2ccccc12,25,-0.4,-0.3,-7,13,-28,7,3,-2.9
Cc1ccc(CN2CC34C=CC(O3)C(C(=O)NCc3ccco3)C4C2=O)cc1 (stereo not drawn),21,0.3,1.5,-4,28,1,6,5,0.3
O=C(NCCC1=CCCCC1)C1CCN(S(=O)(=O)c2cnc[nH]2)CC1,52,0.8,-0.3,-15,16,-22,-1,0,2.4
C/C(CC(=O)Nc1ccc(Cl)cc1C(F)(F)F)=N\NC(=O)c1cccs1,-14,-0.4,-2.2,19,-63,-1,.,-7,-0.6
COc1cc(C)c(N(C(C)=O)c2ccccc2)c(C)c1,-15,0.5,0.1,15,9,-2,0,10,-1.4
CCOC(=O)c1c(-c2ccccc2)oc2ccc(O)c(CN3CCCC3)c12,28,-0.7,-1.0,6,9,-43,39*,-44,-2.1
CC(=O)CC(C)(C)S(=O)(=O)c1ccc(Oc2ccc(S(=O)(=O)C(C)(C)CC(C)=O)cc2)cc1,17,4.0,5.4,-23,-9,-12,-3,-3,2.2
CSc1ccccc1NC(=O)CN1CC(C)OC(C)C1 (stereo not drawn),4,-1.1,0.8,-6,8,-3,-4,5,-0.1
Cc1cccc(C)c1NC(=O)CSc1ncnc2nc[nH]c12,25,0.0,0.1,-7,10,-3,5,5,0.4
CN(C)S(=O)(=O)c1cccc(NC(=O)c2cc(-c3cccs3)nn2-c2cccc(Cl)c2)c1,8,0.8,3.0,-26,22,-58,11,-33,-0.6
Cc1cc(-n2nc(C)cc2C)nc(NS(=O)(=O)c2ccccc2)n1,13,0.3,0.3,5,33,2,3,-11,0.5
CC(=O)Nc1nn(C)c2nc(C)cc(C)c12,-1,0.9,1.3,2,-13,-8,5,-11,28*
Cc1ccc(C(=O)N[C@H](C(=O)OCc2cc(=O)n3c(n2)sc2ccccc23)C(C)C)cc1,29,1.8,1.0,-10,-16,-24,6,1,0.3
CCOC(=O)CCC(=O)Nc1ccc(S(=O)(=O)N2CCC(C)CC2)cc1,-11,0.3,3.0,-4,15,22,-3,7,-0.9
O=C(NC1CCCCC1)C(c1ccccc1)N(Cc1ccc2c(c1)OCO2)C(=O)c1cnsn1 (stereo not drawn),16,0.2,-1.6,10,26&34,-43,12,-11,0.7
COc1ccc2oc(C(F)(F)C(F)F)cc(=O)c2c1,-3,-0.2,-1.3,-1,15,3,-1,-10,-0.2

# Single records (already shown):
# Cc1ccc(C(=O)N[C@H](C(=O)OCc2cc(=O)n3c(n2)sc2ccccc23)C(C)C)cc1 is entered as CHOP inh = 29; TRPML3 ag = 1.8; TRPN1 ag = 1.0; S1P4 antagonist = -10; EP2 mod = -16; NPY-Y1 PAM-ag = -24; NPY Y1 blocker = 6; NPY2 pot ag = 1; S1P4 ag = 0.3
# O=C(NC1CCCCC1)C(c1ccccc1)N(Cc1ccc2c(c1)OCO2)C(=O)c1cnsn1 (stereo not drawn) is entered as CHOP inh = 16; TRPML3 ag = 0.2; TRPN1 ag = -1.6; S1P4 antagonist = 10; EP2 mod = 26&34; NPY-Y1 PAM-ag = -43; NPY Y1 blocker = 12; NPY2 pot ag = -11; S1P4 ag = 0.7
